Screening data: PubChem, several laboratories
HSF1 inhib = HSF1 inhibition | NIH3T3-HGL HSE-luciferase, MG132-induced, luminescence 8 h; hits give low values | activity change, negative = inhibition, % at 7.5 µM (by protocol) | 300,000 tested, 0.77% active | AID 2098;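 active means more than half of replicate wells show activity change below -50%, luminescence cut by over half; inconclusive means some wells, but at most half, below -50%; inactive means no replicate well below -50%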;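 further: luciferase reports HSF-1 transcriptional activity via heat shock element; 0% = median of DMSO wells and -100% = zero luminescence signal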
KLF5 inhibitor = kruppel-like factor 5 inhibition | 290,000 tested, 0.23% active | inhibition, % at 5 µM | DLD-1 KLF5 promoter-luciferase reporter, luminescence | AID 1700;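 active means inhibition above a per-plate limit of that plate's mean compound inhibition plus 3 SD, cut at about 60% in these data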;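 further: 0% = DMSO wells and 100% = LY294002 at 200 µM; higher means less KLF5 promoter-driven luciferase light; inactives centre near -14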
HSP90 refold inh = HSP90 refolding inhibition in rabbit reticulocyte lysate | luciferase refolding luminescence, 3 h | inhibition, % at 5.6 µM | 290,000 tested, 0.91% active | AID 1789;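 active means inhibition above the screen-wide mean plus 3 SD, computed separately per campaign, cut at about 16% in these data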;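 further: 0% = DMSO wells and 100% = 60 µM geldanamycin wells; inhibitors lower the luminescence because luciferase stays unfolded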
Platelet DG rel = modulates dense granule release in human platelets; human platelet-rich plasma, SFLLRN dense granule ATP release, luminescence; inhibition, %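 (compounds screened at 7.5 µM in platelet-rich plasma)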; 300,000 tested, 0.22% active;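 active means mean replicate score, as percent of positive control, at or above 50; inconclusive means mean below 50 but at least one replicate at or above 50; inactive means mean and every replicate below 50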
aSyn UTR inh = MLPCN primary screen, SNCA 5' untranslated region; alpha-synuclein 5'UTR reporter, inhibitor activity; inhibition, % (tested at 7.5 µM); 300,000 tested, 0.82% active; in the data active means inhibition above about 60%; inconclusive means no clear call, values can overlap the other calls;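 further: H4 neuroglioblastoma cells stably carrying SNCA 5'UTR luciferase fusion; 0% = DMSO wells and 100% = positive control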
GSK3B inh = blocks human GSK3beta kinase activity; activity score (negative = inhibition), % at 10 µM; 300,000 tested, 0.038% active; P49841; GST-GSK3beta kinase, ADP-Glo luminescence, 60 min; hits give low values;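 active means more than half of replicate wells score below -50%, meaning over 50% inhibition versus plate controls; inconclusive means some replicates but at most half score below -50%; inactive means no replicate scores below -50%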;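 further: 0% = median DMSO wells and -100% = median GW8510 positive control wells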
Target sequence (P49841 whole entry, looked up): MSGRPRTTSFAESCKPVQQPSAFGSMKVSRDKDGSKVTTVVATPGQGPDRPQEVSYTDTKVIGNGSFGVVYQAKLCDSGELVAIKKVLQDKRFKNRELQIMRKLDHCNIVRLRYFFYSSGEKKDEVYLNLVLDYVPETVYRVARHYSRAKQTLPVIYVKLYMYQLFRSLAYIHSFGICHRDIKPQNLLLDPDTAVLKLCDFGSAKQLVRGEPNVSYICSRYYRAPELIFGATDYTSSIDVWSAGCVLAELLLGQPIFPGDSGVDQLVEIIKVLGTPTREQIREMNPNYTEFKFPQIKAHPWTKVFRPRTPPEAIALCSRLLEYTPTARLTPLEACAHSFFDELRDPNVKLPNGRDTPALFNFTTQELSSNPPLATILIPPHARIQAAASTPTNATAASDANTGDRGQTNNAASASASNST
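Test system: GST-tagged human GSK3beta kinase, cell-free; evaluation: activity score scaled between in-plate DMSO and GW8510 controls; measured by: ADP-Glo luminescence; incubation: 60 min reaction, RT; benchmarks: DMSO and 20 µM GW8510; reagent: peptide substrate plus 25 µM ATP (final); medium: Tris/MgCl2 kinase buffer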
DYRK1A inh = inhibitors of rat Dyrk1A kinase; Q63470; ADP-Glo luminescence, NFATc1 peptide; 310,000 tested, 0.43% active; inhibition, % at 12.5 µM; in the data active means inhibition above about 50%;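 further: plate controls were vehicle with enzyme for no effect and no enzyme for full effect; many of its hits are not listed in these tables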
IEC-6 tox = counter-screen for KLF5 inhibitors: cytotoxicity in IEC-6 cells. inhibition, % at 5 µM. 290,000 tested, 0.78% active. AID 1825. IEC-6 cytotoxicity, luminescence viability; in the data active means inhibition above about 22%;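 further: 0% = plate median of test compound wells and 100% = cytotoxic reference compound wells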
HSF-1 act = increases HSF-1 driven luciferase reporter signal | AID 504408 | NIH3T3-HGL HSF-1 luciferase reporter, MG132, 8 h; 100% = twice DMSO control signal | activation, % at 9 µM | 300,000 tested, 1.7% active;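 active means mean replicate activation of at least 50% with a set share of replicates each reaching 50%; inconclusive means only one of those two conditions met; inactive means mean below 50% and too few replicates reaching it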;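 further: 0% = median of the neutral control wells and 100% = twice that signal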
GSK3A inh = blocks human GSK-3 alpha kinase; 320,000 tested, 0.1% active; P49840; ADP-Glo luminescence, 60 min; inhibition, % at 10 µM;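 in the data active means inhibition above about 50%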;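 further: GST-tagged GSK-3 alpha with peptide substrate and 25 µM ATP; 0% = DMSO neutral wells and 100% = GW8510 positive control wells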
Target sequence (P49840 whole entry, looked up): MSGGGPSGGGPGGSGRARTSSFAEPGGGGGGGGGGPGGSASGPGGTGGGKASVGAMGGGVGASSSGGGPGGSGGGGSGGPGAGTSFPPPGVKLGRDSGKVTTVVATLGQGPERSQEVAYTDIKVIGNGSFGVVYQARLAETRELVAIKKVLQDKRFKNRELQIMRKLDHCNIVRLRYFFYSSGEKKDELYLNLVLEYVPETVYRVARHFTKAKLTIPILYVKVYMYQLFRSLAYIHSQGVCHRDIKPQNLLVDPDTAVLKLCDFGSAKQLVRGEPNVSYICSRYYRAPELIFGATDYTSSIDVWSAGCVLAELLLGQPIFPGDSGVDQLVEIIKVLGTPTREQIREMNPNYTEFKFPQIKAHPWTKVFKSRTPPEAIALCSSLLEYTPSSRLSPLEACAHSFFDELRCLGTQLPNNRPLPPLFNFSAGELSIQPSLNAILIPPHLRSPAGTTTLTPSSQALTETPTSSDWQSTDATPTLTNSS
* marks the source's active call; other numbers are inactive results; ? = inconclusive; nt = no result given. This is a subset; rates above refer to the full screens.

SMILES	HSF1 inhib	KLF5 inhibitor	HSP90 refold inh	Platelet DG rel	aSyn UTR inh	GSK3B inh	DYRK1A inh	IEC-6 tox	HSF-1 act	GSK3A inh
CCn1c(=O)n(CC)c2cc(N3CCCC3)c(NC(=O)c3ccccc3Br)cc21	2.2	-8.1	-0.7	1.1	31.5	-0.5	1.2	0.6	6.9	0.8
CC(=O)CSc1nnc(-c2ccncc2)n1C	-2.2	-23.8	-1.1	-5.3	-1.7	-1.3	2.7	-6.8	-1.0	-0.8
O=C(CN(CC1CCCO1)C(=O)CCC(=O)Nc1nccs1)NCc1ccccc1 (centres undefined)	-10.7	-47.1	-2.4	1.9	-5.1	-2.6	12.7	6.6	-4.3	2.6
O=C(NC(=S)Nc1ccc(C(F)(F)F)cc1)c1csnn1	4.2	-24.1	1.9	-3.2	-55.2	0.7	-7.9	-1.7	1.5	1.0
O=C(Cc1cccs1)NCCc1ccc(Cl)cc1	4.1	-49.2	-2.5	2.8	-2.6	2.5	-7.3	-3.8	10.2	2.0
CCCCC(=O)Nc1cc(C)c(NC(=O)c2ccco2)cn1	-1.0	-24.9	-3.0	4.4	5.3	-1.6	-3.4	-1.9	-2.6	1.5
Cc1occc1C(=O)O/N=C(\N)c1ccccc1	21.1	-114.6	2.7	72.5*	-24.5	-1.5	nt	9.7	33.3	14.1
Brc1ccc(-c2ccc(CNCc3ccccn3)o2)cc1	14.6	-74.4	2.4	1.8	-36.5	2.5	nt	1.6	24.7	0.6
CS(=O)(=O)c1ccc2nc(NC(=O)CN3CCC(Cc4ccccc4)CC3)sc2c1	7.9	-22.6	-0.1	-2.9	3.9	-0.4	15.1	-3.6	2.1	-4.7
Cc1cc(C)c2c(n1)SCC(=O)N2CC(=O)Nc1c(C)cccc1C	-4.3	4.1	-7.8	-5.0	2.3	2.1	1.3	-3.7	-11.9	-1.9
Cc1ccc(C(=O)COC(=O)CNC(=O)c2ccc(N3C(=O)c4ccccc4C3=O)cc2)cc1C	2.4	-2.7	-4.7	-3.4	9.2	-2.2	-3.7	-4.7	0.9	-2.6
O=C(COc1cccc2ccccc12)NNC(=O)CSCCO	nt	4.0	0.9	-0.8	25.2	-1.8	-1.7	12.2	nt	0.1
COc1ccccc1N/N=C1\COC(C)(C)CC1=O	6.8	-17.9	-2.8	1.5	-56.4	-3.1	-0.4	6.7	-11.3	-2.2
COc1cccc(C(=O)Nc2cc3c(cc2Br)OCCCO3)c1	28.4	-168.6	1.8	-26.1	-98.2	-0.8	2.5	3.5	34.5	-0.6
COc1ccc(C2=NOC(C(=O)NCc3ccco3)C2)cc1OC (centres undefined)	-5.9	34.6	2.0	-2.5	?	-0.4	9.9	43.3*	0.6	-2.9
COC(=O)C(C(=O)Nc1ccccc1C)C1CCCC1 (centres undefined)	5.1	-1.4	0.9	6.6	5.2	1.0	5.8	6.9	13.5	-3.2
CCCc1cc(C(=O)Nc2ccc(C(=O)c3ccccc3)cc2)n(C)n1	14.4	-20.7	2.5	0.9	-4.7	1.9	-15.1	7.4	18.0	-3.4
N#Cc1ccc(N2Cc3ccccc3/C2=N/C(=O)Nc2ccc(Cl)cc2)cc1	3.8	-9.0	4.7	4.7	-5.6	2.7	-7.1	-4.5	15.3	-2.2
Cc1ccccc1NC1=C(Cl)C(=O)OC1OC(C)C (centres undefined)	-8.4	-28.9	0.0	-2.2	3.6	0.5	2.7	-8.6	-7.8	8.0
CCOC(=O)Nc1ccc2c(c1)N(C(=O)OC)c1ccccc1CC2	8.3	20.9	2.9	0.9	-38.1	1.4	1.5	2.6	29.7	-2.3
CCC(C)(C(=O)NC1CCCC1)N(Cc1cccs1)C(=O)c1ccc2c(c1)OCO2 (centres undefined)	0.7	7.3	-0.1	-0.5	-15.9	4.4	-4.5	6.1	-5.4	-13.0
COc1ccc(NC(=O)Nc2c[nH]c(=O)[nH]c2=O)cc1	1.6	-21.4	5.8	-1.4	-15.0	0.4	6.3	7.1	-7.9	-1.6
Cc1ccc(C(C)(C)NC(=O)C2CCC(=O)N(CC3CCCCC3)C2)cc1 (centres undefined)	0.6	-5.9	-5.9	-27.0	-5.5	0.3	-4.3	-0.6	2.3	0.1
Cc1cc(C)c(OCCCON2C(=O)CCC2=O)c(Br)c1	-4.4	-17.9	2.0	-2.5	-7.2	-1.9	nt	-2.5	8.7	-3.2
O=C(CSc1nc2ccccc2n1CCc1ccccc1)NC1CC1	-11.6	-33.3	-1.3	5.8	29.0	1.5	-2.0	5.5	-1.4	1.9
COc1ccc(OCc2cc(C(=O)NCc3nc(C)cs3)no2)c(Cl)c1	22.6	-66.0	-0.1	-6.1	-93.7	3.6	4.5	2.6	12.7	-2.6
COCCNC(=S)Nc1ccc2nc(N3CCOCC3)cc(C)c2c1	0.6	-18.4	-1.8	-0.6	-13.8	0.6	-0.5	4.2	17.2	4.2
C=CCn1c(=S)[nH]c2scc(-c3ccco3)c2c1=O	nt	-1.2	4.1	nt	nt	nt	22.9	-12.3	nt	nt
CC1(c2nnc(Cc3ccccc3)o2)CC(c2ccccc2Br)=NO1 (centres undefined)	0.5	nt	nt	-1.5	19.7	4.3	-1.3	nt	-9.7	0.1
COc1ccc(CNc2nc3c(c(=O)[nH]c(=O)n3C)n2Cc2ccccc2)cc1	-4.7	-24.9	-3.6	6.5	14.1	2.0	-1.9	0.0	7.2	1.2
Nc1nc(NCc2ccccc2Cl)n(-c2ccccc2)n1	6.6	-18.4	-4.0	2.6	7.8	0.4	0.9	1.8	-1.0	-1.0
Cc1[nH]c2ccc(F)cc2c1CCNC(=O)C1CCCCC1C(=O)OCC(F)(F)F (centres undefined)	1.9	22.0	3.5	-12.4	7.6	1.6	1.1	-0.4	-4.0	1.2
CC(C)C(NC(=S)NCc1ccccc1)C(=O)O (centres undefined)	-0.8	11.8	7.5	6.3	16.0	2.3	4.8	4.7	-2.0	-2.1
CC1C2CC(CC1(C)C)N(C(=O)Nc1ccc3nccnc3c1)C2 (centres undefined)	-0.6	-21.5	1.5	-1.4	0.4	1.6	4.2	3.9	9.5	11.7
N#CCCN(NC1=NS(=O)(=O)c2ccccc21)C(=O)c1ccccc1Br	3.3	-10.0	-6.6	-9.5	-5.6	-0.9	-0.5	-4.7	19.5	-3.4
O=C(COc1ccc(Cl)cc1Br)NNC(=O)C(=O)N1CCCCC1	0.3	-35.2	-1.0	-4.4	1.0	0.6	3.9	-1.6	2.7	-5.8
COc1ccc(C(=O)NC(=S)N(C)Cc2ccccc2)cc1Br	21.3	-14.6	-2.4	-10.4	2.5	-0.6	4.8	3.0	53.6*	-0.6
Cc1noc(C)c1COC(=O)c1cc2c(C)nn(-c3ccc(F)cc3)c2s1	-4.9	nt	nt	nt	-0.4	1.9	-3.3	nt	-1.3	1.4
Cc1ccc2nc(SCC(=O)NC3CCCC3)nc(=O)n2c1	-5.6	nt	nt	-7.9	4.6	0.0	11.1	nt	-16.0	-2.5
O=C1NC(=S)N/C1=C\C=C\c1ccccc1	3.4	-101.1	-3.1	-11.0	-104.2	-1.2	nt	-3.1	7.7	-2.4
COc1cc2ccccc2cc1C(=O)Nc1ccccc1Cl	65.7	-74.2	-3.5	-3.6	-138.7	2.4	0.5	4.2	92.6*	-0.6
Cc1ccc(C=Nc2ccccc2C(N)=O)cc1	54.9	12.6	1.5	2.2	-109.2	1.4	4.1	16.4	66.0*	-1.3
CC(C)Nc1nc(NC(C)(C)C)nc(Oc2ccc(=O)n(-c3ccccc3)n2)n1	-3.7	-7.4	0.3	59.7*	34.5	3.1	3.9	0.4	-6.3	-1.7
COc1ccc(Nc2nc(-c3ccccc3)c3ccccc3n2)cc1	-7.2	-2.1	4.7	-10.9	-12.8	1.2	-1.9	-0.1	9.4	-2.4
COc1ccc(/C=C/C(=O)c2ccccc2O)cc1	16.3	-97.8	7.4	6.1	-233.5	-1.5	2.1	6.9	21.1	-1.5
COc1cccc(C(O)c2nc3ccccc3n2C)c1 (centres undefined)	-4.7	2.5	4.1	9.3	10.1	-0.6	-2.1	-1.0	-5.6	-1.6
COc1ccc(Nc2nc(N)nc(COc3ccc(OC)cc3)n2)cc1	6.3	-18.3	-2.8	-2.9	-33.0	-1.9	3.9	-7.6	0.6	-2.5
COc1cccc(NC(=O)CSc2ncc(S(=O)(=O)c3ccccc3)c(=O)[nH]2)c1	4.3	-12.6	-6.9	0.9	-5.8	1.7	-4.3	1.6	1.7	-8.9
C=C(C)CNC(=S)N1CCNC(=O)C1CC(=O)OC (centres undefined)	-6.8	-37.1	-5.2	6.3	12.4	2.6	-1.7	7.5	-0.1	-2.2
Cc1ccc(C(=O)N(CN2CCCC2=O)c2ccccc2)cc1	0.3	-7.4	-0.1	-0.8	25.4	-0.4	nt	3.2	4.1	-4.9

New compounds follow:
SMILES	HSF1 inhib	KLF5 inhibitor	HSP90 refold inh	Platelet DG rel	aSyn UTR inh	GSK3B inh	DYRK1A inh	IEC-6 tox	HSF-1 act	GSK3A inh
COC(=O)CN1C(=O)[C@@H]2[C@H](C1=O)[C@@H]1CC(C(=O)OC)=C[C@@H](C(=O)OC)[C@@H]3C1=C(C(=O)[C@]3(C)NC(=O)c1ccccc1)[C@@H]2C	3.4	nt	nt	0.5	0.8	-1.3	-0.2	nt	4.5	1.9
COc1ccc(-n2c(C)cc(/C=C3/SC(=S)N(C)C3=O)c2C)cc1	-16.5	-1.7	1.2	5.5	-85.4	-3.7	0.7	-4.8	-18.3	0.4
COc1ccc(-c2nn(-c3ccccc3)cc2/C=N/NS(=O)(=O)c2ccccc2)cc1	10.9	-73.7	-1.1	5.8	-62.4	-0.6	6.2	-8.5	21.0	-2.0
CCCN1CCN(CCNC(=O)Nc2ccccc2Cl)CC1	-9.1	6.0	7.0	-9.8	-2.1	-4.0	-2.8	-2.1	-5.5	0.0
Cc1ccc(OCC(=O)N(Cc2ccccc2)C(C)C)c([N+](=O)[O-])n1	4.8	-32.7	-4.0	11.8	20.8	1.3	-4.3	-14.1	20.6	-1.5
CCc1ccc2c(c1)Sc1ccccc1CC2N1CCN(C)CC1 (centres undefined)	3.1	nt	nt	14.6	-16.4	-5.8	0.8	nt	-0.5	6.0
CCCCN1CCNC[C@H]1Cc1ccc(O)cc1	-0.9	nt	nt	-2.5	12.8	-5.7	4.1	nt	-7.0	-2.2
CC(=O)O[C@H]1CC(C)(C)C(=C=C/C(C)=C/C=C/C(C)=C/C=C/C=C(C)/C=C/C=C(\C)C(=O)C[C@@]23O[C@]2(C)C[C@@H](O)CC3(C)C)[C@](C)(O)C1	-2.5	nt	nt	7.4	-27.6	4.8	nt	nt	-0.4	2.5
N#C/C(=C\c1c(N2CCOCC2)nc2ccccn2c1=O)C(=O)NC1CCS(=O)(=O)C1 (centres undefined)	-5.3	-3.0	2.0	7.1	-27.6	1.1	nt	-5.1	-9.5	-0.6
